Source: PubChem
FBW7 act: human FBW7 E3 ligase activation, primary screen; Q969H0; AlphaScreen FBW7–phospho-cyclin E peptide binding, activator screen; normalized activity (activation), % at 26.1 µM; 650,000 tested, 0.13% active; AID 1259310; in the data active = normalized activity above about 1.9%;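 note: purified mutant Fbw7 with reduced substrate affinity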
MITF inh: human MITF inhibition, primary screen; inhibition, % at 2.6 µM; AID 1259374; 650,000 tested, 0.91% active; AlphaScreen MITF homodimerization, bead proximity signal; in the data active = inhibition above about 50%;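 note: 0% = vehicle wells with protein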
Target sequence (O75030 whole entry, looked up): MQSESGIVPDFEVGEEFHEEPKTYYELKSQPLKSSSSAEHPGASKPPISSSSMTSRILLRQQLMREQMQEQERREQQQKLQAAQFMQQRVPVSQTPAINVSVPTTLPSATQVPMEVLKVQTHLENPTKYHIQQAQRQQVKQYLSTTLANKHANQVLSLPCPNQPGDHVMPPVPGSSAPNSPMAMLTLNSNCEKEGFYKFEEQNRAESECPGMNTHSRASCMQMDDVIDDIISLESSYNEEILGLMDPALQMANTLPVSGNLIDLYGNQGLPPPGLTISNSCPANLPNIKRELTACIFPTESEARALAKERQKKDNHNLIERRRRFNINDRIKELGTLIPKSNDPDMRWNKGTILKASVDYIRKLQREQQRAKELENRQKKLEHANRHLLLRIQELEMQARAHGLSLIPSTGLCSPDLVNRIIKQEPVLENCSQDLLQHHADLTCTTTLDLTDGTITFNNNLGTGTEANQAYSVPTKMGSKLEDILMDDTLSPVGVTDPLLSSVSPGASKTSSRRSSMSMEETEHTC
TEAD-YAP block: TEAD-YAP interaction inhibition. HEK-TIYL cells, TEAD-Gal4/YAP UAS-luciferase luminescence. inhibition, % at 9.12 µM. 640,000 tested, 1.4% active. AID 1259422; in the data active = inhibition above about 32%;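 note: 0% = median of test compound wells and 100% = reference inhibitor wells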
GPR151 ag: activates the human receptor GPR151 | activation, % at 11.2 µM | PathHunter beta-arrestin GPR151 cells, luminescence | 650,000 tested, 1% active; in the data active = activation above about 4.9%;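 note: 0% = median of compound wells and 100% = cells with positive control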
Target sequence (Q8TDV0 whole entry, looked up): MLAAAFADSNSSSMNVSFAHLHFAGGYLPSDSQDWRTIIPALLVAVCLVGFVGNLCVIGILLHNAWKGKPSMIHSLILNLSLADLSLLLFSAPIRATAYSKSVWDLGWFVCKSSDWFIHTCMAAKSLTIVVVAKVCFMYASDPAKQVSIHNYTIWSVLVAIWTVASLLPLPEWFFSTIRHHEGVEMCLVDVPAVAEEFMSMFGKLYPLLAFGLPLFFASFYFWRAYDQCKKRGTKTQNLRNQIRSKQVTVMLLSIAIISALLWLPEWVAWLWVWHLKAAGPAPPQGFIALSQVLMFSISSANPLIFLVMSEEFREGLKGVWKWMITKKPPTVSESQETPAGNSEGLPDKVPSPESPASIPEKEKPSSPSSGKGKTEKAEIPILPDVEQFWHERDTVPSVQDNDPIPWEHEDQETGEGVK
* marks the source's active call; other numbers are inactive results.

entry	canonical_smiles	MITF inh	TEAD-YAP block	FBW7 act	GPR151 ag
1	COC(=O)c1cc(NS(=O)(=O)c2ccc(Br)s2)ccc1Cl	23	6	-0.1	2.0
2	Cc1ccc(-c2nnc(SCC(=O)N3C(C)CCCC3C)n2N)cc1 (stereo unspecified)	13	4	-0.2	-0.8
3	CC(CNC(=O)C1CC1c1ccccc1)NC(=O)C1CC1c1ccccc1 (stereo unspecified)	6	8	0.0	1.1
4	COc1cc2nc(Nc3nccc4ccccc34)nc(Nc3ccccc3)c2cc1OC	-5	11	-0.1	1.2
5	CCOC(=O)c1c(NC(=O)c2noc(C(C)C)c2[N+](=O)[O-])sc(C(C)=O)c1C	-9	2	0.0	1.2
6	Cc1cnc(-c2ccccc2)nc1NCc1ccccc1	-7	-7	-0.1	-0.4
7	CCc1nn2c(NCCCO)c(C)c(C)nc2c1-c1ccc(F)cc1	8	0	0.2	-0.1
8	CC(=O)/C(=N/Nc1ccccc1)C(C)=NCCN=C(C)/C(=N\Nc1ccccc1)C(C)=O	8	7	0.5	0.7
9	COc1ccc(CCNC(=O)/C(=C/c2cccnc2)NC(=O)c2ccccc2)cc1OC	10	3	0.0	0.3
10	Cc1ccc2[nH]c(C)cc(=O)c2c1	17	-12	-0.1	-0.3
11	COCCN(C(=O)C(F)(F)F)C(C(=O)NC1CCCC1)c1cccs1 (stereo unspecified)	-1	-4	-0.1	2.0
12	COCCn1c(C)cc(C(=O)COC(=O)C23CC4CC(CC(O)(C4)C2)C3)c1C	-10	6	-0.1	1.4
13	COC(=O)C1CCN(C(=O)COC(=O)CC(NC(N)=O)c2ccc(Cl)cc2)CC1 (stereo unspecified)	4	3	0.2	1.4
14	O=C(O)c1cc(S(=O)(=O)N2CCOCC2)c(Br)s1	6	6	0.3	0.2
15	O=C(CCCN1C(=O)c2cccc3cccc(c23)C1=O)NC1CCCCCC1	-5	1	0.1	0.9
16	Brc1ccc(-c2cn3c4ccccc4nc3n2CCCN2CCCCC2)cc1	7	-2	2.2*	-1.9
17	CCOC(=O)c1c(NC(=O)c2ccc(Cl)cc2[N+](=O)[O-])sc(C)c1C	-1	-6	0.2	-1.1
18	Cc1cc(C)cc(C(=O)O/N=C(\N)c2ccccn2)c1	15	-44	0.1	-1.5
19	CCCCc1ccc(NC(=O)Cn2c(=O)n(Cc3ccccn3)c(=O)c3ncccc32)cc1	-3	12	-0.1	0.5
20	CCC(=O)Oc1ccc(C(=O)Nc2cccc(C(=O)NC(C)(C)C)c2)cc1	1	4	-0.4	1.0

Brought forward from above: seven compounds; new compounds follow.
entry	canonical_smiles	MITF inh	TEAD-YAP block	FBW7 act	GPR151 ag
14	O=C(O)c1cc(S(=O)(=O)N2CCOCC2)c(Br)s1	6	6	0.3	0.2
15	O=C(CCCN1C(=O)c2cccc3cccc(c23)C1=O)NC1CCCCCC1	-5	1	0.1	0.9
16	Brc1ccc(-c2cn3c4ccccc4nc3n2CCCN2CCCCC2)cc1	7	-2	2.2*	-1.9
17	CCOC(=O)c1c(NC(=O)c2ccc(Cl)cc2[N+](=O)[O-])sc(C)c1C	-1	-6	0.2	-1.1
18	Cc1cc(C)cc(C(=O)O/N=C(\N)c2ccccn2)c1	15	-44	0.1	-1.5
19	CCCCc1ccc(NC(=O)Cn2c(=O)n(Cc3ccccn3)c(=O)c3ncccc32)cc1	-3	12	-0.1	0.5
20	CCC(=O)Oc1ccc(C(=O)Nc2cccc(C(=O)NC(C)(C)C)c2)cc1	1	4	-0.4	1.0
21	O=C(Nc1ccc2c(c1)OCO2)c1cccc(N2CCN(c3ccccn3)CC2)n1	17	3	0.1	1.6
22	Cn1c(SCC(=O)c2ccc(Cl)cc2)nnc1-c1ccco1	-3	-10	-0.1	-0.4
23	CCN(Cc1c(O)ccc2c(=O)c(-c3ccccc3OC)coc12)C1CCCCC1	12	8	-0.1	-0.3
24	O=C(NCc1cccs1)C1(c2ccccc2)CCCC1	4	3	0.0	-0.9
25	Cc1cccc(OCC(=O)N/N=C/c2cc(O)ccc2[N+](=O)[O-])c1	-11	5	0.1	0.1
26	Cc1[nH]c2ccccc2c1/C=C/C(=O)c1ccncc1	-5	6	0.1	-0.6
27	COC(=O)CSc1nc2c(c(=O)n(C)c(=O)n2C)n1Cc1ccc(C)cc1	-9	0	0.1	0.2
28	COc1ccc(C(=O)Nc2scc(-c3ccccc3)c2C(=O)O)cc1OC	-2	13	0.0	0.9
29	Cc1ccc(C)c(NC(=O)C2CCN(S(=O)(=O)c3cccs3)CC2)c1	2	-1	-0.1	0.0
30	CCOC(=O)c1c(NC(=O)COC(=O)c2ccc([N+](=O)[O-])o2)sc2c1CCC(C)C2 (stereo unspecified)	-6	-1	-0.1	-1.1
31	CCOc1ccc(-n2cc(-c3ccccc3)c3c(NCCCOC)ncnc32)cc1	23	-8	0.5	-0.7
32	NC(N)=NC(=O)N1CCc2ccccc21	10	-9	0.0	-2.4
33	CC1CC(C)CN(S(=O)(=O)c2cccc(C(=O)OC3CCCN(C)C3)c2)C1 (stereo unspecified)	3	5	0.0	2.4
34	CCOC(=O)c1ccc(-n2c(O)c(C=Nc3ccc(O)cc3)c3ccccc3c2=O)cc1	20	13	0.1	0.1
35	COc1ccc(C(=O)c2nn(-c3ccccc3)c3nc4cc([N+](=O)[O-])ccc4nc23)cc1	5	-7	-0.1	1.1
36	COC(=O)/C(=C/c1ccc2c(c1)OCO2)NC(=O)c1ccccc1Br	7	2	-0.1	-0.6
37	O=C(Cc1cccc2ccccc12)Nc1nccs1	3	-8	0.0	1.8
38	O=C(OC1CCNC2CCCCC21)c1ccccc1 (stereo unspecified)	10	7	0.6	-0.8
39	O=C(N/N=C1\SCC(=O)N1CCc1ccccc1)c1cccs1	3	2	-0.1	1.1
40	O=C(NCc1ccccc1Cl)C(=O)Nc1cccc(Cl)c1Cl	-14	-3	0.4	-0.4

Look-ups from the results shown.
In TEAD-YAP block, O=C(Nc1ccc2c(c1)OCO2)c1cccc(N2CCN(c3ccccn3)CC2)n1 has the entry 3
In MITF inh, COC(=O)C1CCN(C(=O)COC(=O)CC(NC(N)=O)c2ccc(Cl)cc2)CC1 (stereo unspecified) has the entry 4

Going on with the list.
entry	canonical_smiles	MITF inh	TEAD-YAP block	FBW7 act	GPR151 ag
41	O=C1NC(=Nc2ccc(F)cc2)S/C1=C/c1ccc2c(c1)OCO2	2	0	0.1	3.4
42	O=C1c2ccccc2C(=O)N1CC(O)COc1ccc(Cl)cc1Cl (stereo unspecified)	9	-32	0.9	-4.3
43	COc1cc(NC(=O)CN2C(=O)CCC2=O)cc(OC)c1OC	1	-3	-0.1	0.3
44	COc1ccccc1NC(=O)C1=C(C)Nc2ncnn2C1c1ccc(Br)cc1 (stereo unspecified)	10	7	0.1	-0.2
45	O=C(CN1CCCCC1)Nc1ccc(OC(F)(F)F)cc1	1	-6	0.1	2.8
46	Cc1ccc(C(=O)N(CCO)Cc2ccccc2)cc1S(=O)(=O)N1CCCCC1	4	-8	0.0	1.5
47	CSc1nc2sc3c(c2c(=O)n1C)CCC3	5	-15	0.0	1.4
48	CC(C)n1cnc2c(NCCOc3ccccc3)nc(-c3cccc(N)c3)nc21	-1	-14	0.5	-0.3
49	O=S(=O)(NCc1ccc(-n2cccc2)cc1)c1ccccc1	1	-4	0.2	0.5
50	CCOc1ccc(NC(=O)c2c(NCc3ccc(N(C)C)cc3)sc3c2CCC3)cc1	-3	-12	-0.2	-2.0
51	O=C(Cc1ccccc1)N/N=C/c1ccc(Oc2ccc([N+](=O)[O-])cn2)cc1	-13	-3	0.0	1.5
52	CCOC(=O)Cc1ccc(N(Cc2cccs2)S(=O)(=O)c2ccc([N+](=O)[O-])cc2)cc1	7	1	-0.3	1.1
53	O=c1c2c3c(sc2nc(SCCc2ccccc2)n1-c1ccccc1)CCCCC3	9	3	0.0	3.4
54	Cc1cc(N2C(=O)CSC2c2ccc(C(C)(C)C)cc2)ccc1Br (stereo unspecified)	1	-6	0.0	0.2
55	O=C(C1CC1)N1C2CCC1CC(O)(c1ccccc1)C2 (stereo unspecified)	20	-15	0.1	0.1
56	O=C(O)c1nn(-c2ccc(F)cc2)c(=O)cc1Cl	9	-5	0.4	0.9
57	Cc1cc(C(=O)N2CCOCC2)nn1CC(=O)NCc1cccs1	-3	-9	0.0	2.2
58	O=c1c2ccccc2nc(SNCCc2ccccc2)n1-c1ccccc1	18	4	0.3	2.1
59	COc1ccc(-c2ccc(NC(=O)c3cccc(C)c3)cc2)nn1	-2	-41	0.1	-3.3
60	CCOC(=O)c1cn2nc(N3CCCCC3)ccc2n1	-1	43*	-0.1	-6.2

(further entries)
entry	canonical_smiles	MITF inh	TEAD-YAP block	FBW7 act	GPR151 ag
61	Cc1nc(CN(C)C(=O)CC2(c3ccccc3F)CC(=O)N(CCN(C)C)C2=O)cs1 (stereo unspecified)	15	10	0.0	0.8
62	COc1cc(OC)cc(C2=N/C(=C\c3cc(OC)c(OC)cc3OC)C(=O)O2)c1	6	2	0.0	1.6
63	CCCC(OC(=O)CN1C(=O)COc2ccccc21)C(=O)NC1CCCCC1 (stereo unspecified)	-7	-11	0.2	0.3
64	Cc1nnc(NC(=O)NCN2C(=O)C3C4C=CC(C4)C3C2=O)s1 (stereo unspecified)	6	-3	0.1	0.2
65	O=C(Nc1ccccc1)C1CC12CCN(C(=O)c1ccc3c(c1)OCO3)CC2 (stereo unspecified)	1	-6	0.0	0.6
66	CC(C)(CO)NC(=O)c1cc([N+](=O)[O-])cc([N+](=O)[O-])c1N	-4	-3	-0.1	-0.6
67	Cc1ccccc1NC(=O)Nc1ccnn1C1CCN(Cc2cc(Cl)ccc2O)CC1	1	8	0.0	0.7
68	Cc1noc(C)c1COC(=O)c1ccc2ccccc2c1	5	1	0.2	-0.6
69	Nc1ncc([N+](=O)[O-])c(N2CCCC2)n1	12	9	0.1	-0.2
70	c1cnc(Nc2nc(NCCN3CCOCC3)c3ncn(C4CCCCC4)c3n2)nc1	13	13	0.3	1.0
71	CCOC(=O)N1CCC(N2C(=O)c3ccccc3C2Nc2ccccc2C)CC1 (stereo unspecified)	11	-23	0.0	-0.2
72	CCOc1ccc(-n2c(=S)sc3c(=O)n(-c4ccccc4)c(SCc4cccc(F)c4)nc32)cc1	-4	-3	0.0	1.1
73	O=C1N[C@@H](Cc2ccc(O)cc2)C(=O)N2CCN(Cc3cccc4cccnc34)C[C@H]12	7	9	-0.3	-0.3
74	COc1ccccc1-c1nnc(SCC(=O)Nc2cc(C)on2)o1	14	4	-0.4	-0.2
75	Cc1[nH]c(=O)n(C)c(=O)c1CCC(=O)N1CCN(c2ccc(Cl)nn2)CC1	-5	-5	-0.2	-0.1
76	Cc1ccccc1OCCCCn1c(CO)nc2ccccc21	5	6	0.8	-0.7
77	O=C(O)CCCN(Cc1ccc(Cl)cc1)S(=O)(=O)c1ccc(Br)cc1	8	-3	0.2	-0.7
78	CC(CNC(=O)c1ccc(N(Cc2ccccc2)S(C)(=O)=O)cc1)NC(=O)c1ccc(N(Cc2ccccc2)S(C)(=O)=O)cc1 (stereo unspecified)	-13	-5	0.3	2.1
79	Cc1ccc(CNC(=S)NCCN(C)C)cc1	3	6	-0.1	1.4
80	CCN(CC)c1ccc(CNCc2cccnc2)cc1	2	9	-0.1	0.3

Remaining list, next part
entry	canonical_smiles	MITF inh	TEAD-YAP block	FBW7 act	GPR151 ag
81	COc1ccc(C2NC(=O)NC(C)=C2C(=O)Nc2ccc(C)cc2)cc1OC (stereo unspecified)	6	3	-0.2	0.7
82	COc1cc(CN2CCNC(=O)C2CC(=O)N(C)CCCN2CCOCC2)cc(OC)c1 (stereo unspecified)	-5	-13	0.0	1.4
83	Cc1ccc(-c2cc(-c3ccc4ccccc4c3O)[nH]n2)cc1	5	-39	-0.2	0.2
84	NNC(=O)c1ccc(COc2ccccc2-c2ccccc2)cc1	-14	3	-0.1	1.2
85	COc1ccc(-c2nnc3ccc(SCC(=O)Nc4ccc(F)cc4)nn23)cc1OC	7	1	-0.3	1.3
86	NS(=O)(=O)c1ccc(CCN/C=C2\CCC/C(=C/c3ccccc3)C2=O)cc1	9	-5	0.1	-0.2
87	Fc1ccc(NC(=S)N2CCCc3ccccc32)cc1	3	3	0.0	0.4
88	COc1cc(-c2cn[nH]c2)cc2c(=O)[nH]c(CCc3cccc(NC(=O)C(C)C)c3)nc12	24	8	0.7	3.3
89	C#C[C@]1(O)CC[C@H]2[C@@H]3CCC4=CCCC[C@@H]4[C@H]3C(=C)C[C@@]21CC	5	2	0.1	1.7
90	COc1ccccc1Nc1cc(C(=O)O)c2ccccc2n1	3	-2	-0.1	0.8
91	COc1ccc2c(c1)sc(=N)n2CC(=O)Nc1cc(C)cc(C)c1	4	5	-0.1	0.6
92	N#CC12CC(O)(CC(c3ccccc3)C1(C#N)C#N)NC2=O (stereo unspecified)	-1	-6	0.4	-0.1
93	O=C1C(c2ccc(F)cc2)N(CC2COc3ccccc3O2)C(=O)CN1C1CCCCC1 (stereo unspecified)	2	-9	-0.1	-0.7
94	Cc1cc(=O)nc2c3ccccc3n(C(C)C(=O)NCCC(C)C)n12 (stereo unspecified)	-12	2	-0.1	0.4
95	Cc1c(C)n(C)c2cc(C)c3c(c(=O)cc(C)n3C)c12	2	17	-0.1	1.4
96	CCn1c(SCC(=O)NCC(C)C)nnc1-c1cccs1	-6	5	0.0	-0.9
97	COc1cccc(C(=O)CN2CCN(c3ccc(F)cc3)CC2)c1	10	7	0.0	-1.1
98	Cc1ccccc1C(=O)Oc1cc(N)n(S(=O)(=O)c2ccc(Cl)cc2)n1	19	1	0.2	0.6
99	O=C(CCCc1ccccc1)Nc1ncn[nH]1	-10	7	-0.3	-0.8
100	CCn1c2ccccc2c2cc(NC(=O)N3CCOCC3)ccc21	-1	-63	-0.2	0.2
101	Cc1ccc2c(c1)N(Cc1ccncc1)C(=O)C(C)O2 (stereo unspecified)	2	-13	0.2	-0.1
